# Assay outcomes: PubChem BioAssay, National Center for Advancing Translational Sciences (NCATS)
# ALOX12 inhib: qHTS Assay for Inhibitors of 12-hLO (12-human lipoxygenase). AID 1452, 2008. Potency, µM (highest dose often 57.1 µM), without a hit: top-dose activity change, negative = inhibition, most hits filed as inhibitors. 150,000 compounds, 0.12% hits. purified 12-hLO, xylenol orange hydroperoxide absorbance. Polyunsaturated fatty acid lipoxygenase ALOX12 (Homo sapiens), P18054; note: potency is the fitted concentration of half-maximal effect; nearly all actives have a fitted effect of over 55% in size; many of its hits are not listed in these tables
# Target sequence (P18054 whole entry, looked up): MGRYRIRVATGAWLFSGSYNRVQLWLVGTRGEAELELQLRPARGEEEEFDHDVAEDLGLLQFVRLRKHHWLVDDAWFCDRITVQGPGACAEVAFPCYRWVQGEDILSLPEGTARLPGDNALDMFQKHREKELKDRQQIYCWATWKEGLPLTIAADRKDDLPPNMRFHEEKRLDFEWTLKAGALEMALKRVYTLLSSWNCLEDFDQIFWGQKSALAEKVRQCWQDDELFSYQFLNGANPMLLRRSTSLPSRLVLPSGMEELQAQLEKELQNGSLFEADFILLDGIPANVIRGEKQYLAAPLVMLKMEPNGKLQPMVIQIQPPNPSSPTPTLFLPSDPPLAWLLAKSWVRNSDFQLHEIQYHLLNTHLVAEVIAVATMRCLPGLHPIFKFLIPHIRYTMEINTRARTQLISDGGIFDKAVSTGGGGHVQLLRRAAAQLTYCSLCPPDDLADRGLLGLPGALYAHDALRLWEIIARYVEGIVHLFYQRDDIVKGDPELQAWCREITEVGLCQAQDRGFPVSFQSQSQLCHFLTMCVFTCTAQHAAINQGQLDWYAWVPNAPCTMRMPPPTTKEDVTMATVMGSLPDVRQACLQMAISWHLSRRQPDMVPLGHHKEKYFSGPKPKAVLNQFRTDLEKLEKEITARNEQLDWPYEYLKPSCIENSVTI
#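 Hydroperoxide formation by human 12-lipoxygenase from 40 uM arachidonic acid was followed colorimetrically via ferric-xylenol orange complex, using the 573/405 nm absorbance ratio. Enzyme concentration was 150 nM, with 30 min reaction at room temperature.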
# PNC inhibitor: High Content Assay for Compounds that inhibit the Assembly of the Perinucleolar Compartment; activity change (PNC), negative = inhibition, % at 10 µM; AID 2417, 2010; 140,000 compounds, 3.1% hits; PC3M PTB-GFP, PNC prevalence imaging, 16 h; active compounds read low;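 active = readout at or below -70, meaning at least 70% loss of cells showing the perinucleolar compartment, a nuclear body marking cancer cells; inconclusive = readout between -30 and a set limit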;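 note: plate controls were DMSO wells for no effect and camptothecin positive control wells for full effect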
#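 Compounds are pinned in duplicate onto adhered PC3M cells stably expressing GFP-tagged PTB and incubated 16 h at 37 C. Cells are then fixed, nuclei stained with Hoechst, and PNC-positive cells counted.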
# IMPase inh: qHTS Assay for Identifying the Cell-Membrane Permeable IMPase Inhibitors | 120,000 tested, under 10 active | inhibition (IP1 accumulation), % at 46.1 µM | CHO-M1 cells, IP1 accumulation, HTRF TR-FRET ratio; active = well fitted curve in the direction sought with a large enough effect in the signal ratio, not every such curve was filed as active; inconclusive = small, poorly fitted or top-dose-only effect, or a change in a side signal; inactive = no such curve, though single readings can be large or run the other way; the % refers to the signal ratio;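 note: cells stimulated with carbachol in lithium chloride buffer; plate controls were DMSO basal wells for no effect and reference inhibitor wells for full effect; higher means more IMPase inhibition seen as more IP1 and lower FRET ratio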
# Target sequence (P97697 whole entry, looked up): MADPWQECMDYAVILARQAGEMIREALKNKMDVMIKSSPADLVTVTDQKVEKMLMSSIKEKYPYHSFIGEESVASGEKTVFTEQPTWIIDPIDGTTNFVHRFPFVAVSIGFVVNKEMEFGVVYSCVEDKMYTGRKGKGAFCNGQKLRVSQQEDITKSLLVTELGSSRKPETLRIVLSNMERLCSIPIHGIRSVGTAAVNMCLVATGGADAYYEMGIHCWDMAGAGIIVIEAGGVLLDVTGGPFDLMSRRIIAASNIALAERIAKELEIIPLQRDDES
#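 Cellular IMPase inhibition is scored as a rise in cytosolic IP1, detected by competitive TR-FRET between d2-labelled IP1 and a europium anti-IP1 antibody. M1-expressing CHO cells were stimulated with carbachol for 30 min at 37C, with lithium (50 mM LiCl) present in the buffer.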
# 15-hLO-2 inh: qHTS Assay for Inhibitors of 15-hLO-2 (15-human lipoxygenase 2); 110,000 compounds, 0.56% hits; Potency, µM (top dose mostly 57.1 µM), for the others: at the top dose activity change, negative = inhibition, usual class: inhibitors; Polyunsaturated fatty acid lipoxygenase ALOX15B (Homo sapiens), O15296; AID 881, 2007; purified 15hLO-2, xylenol orange hydroperoxide absorbance; note: potency is the fitted concentration of half-maximal effect; nearly all actives have a fitted effect of over 60% in size; many of its hits are not listed in these tables
#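 Purified human 15hLO-2 (50 nM) preincubated 15 min with compound, then 45 uM arachidonic acid for 90 min at RT in 25 mM Hepes pH 7.5, 0.01% Triton X-100. Hydroperoxide detected by Fe-xylenol orange; 573/405 nm absorbance ratio.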
# Starred values were filed as active, the others as inactive; ? = inconclusive; · = no result given; [ ] = remark or other dose. Unless noted, calls come from the whole dose curve; as a rule, active = well fitted curve in the direction sought with a large enough effect; inconclusive = small, poorly fitted or top-dose-only effect, or another doubt; inactive = no such curve, though single readings can be large; an effect the other way counts as inactive or inconclusive. Unless noted, % is set by controls: 0 for no effect and ±100 for the full control effect. The list is partial; rates above refer to the full screens.
structure	ALOX12 inhib	PNC inhibitor	IMPase inh	15-hLO-2 inh
C[Si](C)(C)Cl	1%	·	·	-6%
O=C1CCCC2=C1C(c1ccc(Cl)cc1)n1c(s/c(=C\c3ccc4ccncc4c3)c1=O)=N2 (stereo not drawn)	-4%	-5	-2	·
CCC(=O)NC(NC(=S)Nc1ccc(S(N)(=O)=O)cc1)C(Cl)(Cl)Cl (stereo not drawn)	-3%	31	·	·
CCCn1c(=N)n(CC(=O)C(C)(C)C)c2ccccc21	-1%	-22	5	14%
FC(F)(F)c1ccc(Cl)c(NC(=S)N/N=C/c2ccccc2C(F)(F)F)c1	3%	14	·	·
COCCNCCCCOc1c(Cl)cc(C)cc1Br	-4%	9	0	4%
C/C(Cl)=C/Cn1c(NCCN(C)C)nc2c1c(=O)n(C)c(=O)n2C	1%	13	9	7%
COc1ccc(CN[C@H](C)C(=O)O)cc1	-4%[11.4 µM]	·	·	-10%[11.4 µM]
Clc1ccc(-c2nnc(SCc3cn4ccsc4n3)n2CC2CCCO2)cc1 (stereo not drawn)	-4%	8	-6	0%
CC(=O)NC(CC(=O)Nc1ccc(S(=O)(=O)N2CCCC2)cc1)c1ccccc1 (stereo not drawn)	-4%	33	4	5%
Cc1ccc(-c2cc3nc(-c4ccccc4)cc(N4CCC5(CC4)OCCO5)n3n2)cc1	-3%	?	·	·
COCCNC(=O)CN1CCC(NC(=O)Nc2ccccc2)CC1	-4%	10	4	4%
O=C(O)CNc1ccc(C(=O)O)cc1	-2%[11.4 µM]	·	·	-4%[11.4 µM]
Cc1ccc(OCC(=O)N/N=C\c2cccs2)c([N+](=O)[O-])c1	-1%	-27	·	·
CCCC[n+]1ccn(C2=C([O-])c3ccccc3C(=O)/C2=N\S(=O)(=O)c2ccccc2)c1	-16%	42	10	-29%

structure	ALOX12 inhib	PNC inhibitor	IMPase inh	15-hLO-2 inh
CC(C)CCCC(C)C1CCC2C3CC(O)[C@@]4(O)CC(O)CC[C@@]4(C)C3CC[C@@]12C (stereo partly drawn)	-1%	·	·	0%
Cc1ccc(S(=O)(=O)NC(=O)Nc2ncn[nH]2)cc1	8%[11.4 µM]	·	·	4%[11.4 µM]
O=C(CSc1ncn(-c2ccccc2)n1)N1CCN(c2ccccc2)CC1	-7%	-18	5	?
CC(C)CC(/C(O)=C(\C#N)c1nc2ccccc2[nH]1)N1C(=O)c2ccccc2C1=O (stereo not drawn)	-11%	?	6	29%
COc1ccc(C2C3=C(CCCC3=O)Nc3nc(C(F)(F)F)nn32)cc1OC (stereo not drawn)	3%	-23	1	-4%
Cc1csc(Sc2ccc(C(=O)OCC(=O)Nc3ccc(OC(F)(F)F)cc3)cc2[N+](=O)[O-])n1	2%	-15	·	·
NC(=O)CSc1nc2c(sc3ccccc32)c(=O)n1CCCN1CCOCC1	1%	3	-6	11%
CCCCCCCCSc1nnc(CSc2nc3nc(C)cc(C)n3n2)o1	0%	23	10	3%
Cc1noc(NS(=O)(=O)c2ccc(NC(=O)c3ccc(Br)o3)cc2)c1C	4%	20	5	-4%
COC(=O)c1c(C)[nH]c(C)c1-c1ccc(C)cc1	-4%	0	6	0%
CCCCNC(=O)CC(C(=O)N1CCc2ccccc21)n1ccnc1 (stereo not drawn)	1%	8	5	12%
O=C(NC1CCCC1)c1cc(-c2cccs2)on1	-4%	-18	7	11%
CC(C)Cc1nc(N2CCOCC2)c(C#N)c2c1CCC2	-4%	?	-2	1%
CCOC(=O)CC1C(=O)NCCN1C(=O)COc1ccc(Br)cc1C (stereo not drawn)	5%	?	-2	1%
Cc1cc(C)n(-c2ccc(C(=O)OCC(=O)Nc3ccc([N+](=O)[O-])cc3)cc2)n1	-3%	?	·	·

# 4 entries from above, with values ahead of the structure.
ALOX12 inhib	PNC inhibitor	IMPase inh	15-hLO-2 inh	Structure
-1%	·	·	0%	CC(C)CCCC(C)C1CCC2C3CC(O)[C@@]4(O)CC(O)CC[C@@]4(C)C3CC[C@@]12C (stereo partly drawn)
1%	8	5	12%	CCCCNC(=O)CC(C(=O)N1CCc2ccccc21)n1ccnc1 (stereo not drawn)
1%	3	-6	11%	NC(=O)CSc1nc2c(sc3ccccc32)c(=O)n1CCCN1CCOCC1
4%	20	5	-4%	Cc1noc(NS(=O)(=O)c2ccc(NC(=O)c3ccc(Br)o3)cc2)c1C

# Following part.
structure	ALOX12 inhib	PNC inhibitor	IMPase inh	15-hLO-2 inh
O=c1[nH]c(Cc2ccccc2)nc2scc(-c3ccccc3)c12	5%	-4	4	-4%
CC(=O)c1ccccc1Oc1nc(CN2CCOCC2)nc2scc(-c3cccs3)c12	-12%	4	5	1%
Cc1sc2nc(CN(Cc3cccs3)C(=O)NC3CCCCC3)[nH]c(=O)c2c1C	-25%	?	14	-4%
Fc1cccc2sc(N3CCCCC3)nc12	-5%	35	3	0%
O=C(c1cc2ccccc2o1)N1CCN=C1SCc1cccc(F)c1	2%	34	12	8%
Cc1cc(N2CCOCC2)c2c(N)cc(C)c(C)c2n1	8%	20	12	-1%
O=C1CCCC2=C1C(c1ccncc1)c1c(nc(SCc3ccccc3Cl)[nH]c1=O)N2 (stereo not drawn)	0%	?	2	5%
CCOC(=O)c1sc2nc(C)n(CC(=O)NCC3CCCO3)c(=O)c2c1C (stereo not drawn)	-1%	35	6	-6%
CCCC(=O)Oc1ccccc1C1SCc2cc(C)c(C)cc2CS1	-2%	?	5	-5%
Cc1cc(O)c2c(c1O)C(=O)c1c(O)cc(C)c(O)c1C2=O	-9%	·	·	15%
O=C(CCn1c(=O)c2ccccc2n(Cc2cccnc2)c1=O)NCc1ccc2c(c1)OCO2	-2%	24	0	-3%
CNC(=S)N1CCN(c2ccc(OC)cc2)CC1	-1%	78	-3	·
CCCc1nn(C)c(C(=O)Nc2ccccc2)c1Cl	14%	37	·	·
Cc1noc(C)c1COC(=O)C1(c2cccc(F)c2)CCCC1	-9%	-6	6	3%
O=C1C(Cl)=C(N2CCCCC2)C(=O)N1Cc1ccccc1	-4%	-104*	·	·

# One compound at a time, from the list above. Screens in order: ALOX12 inhib	PNC inhibitor	IMPase inh	15-hLO-2 inh
# CCCC(=O)Oc1ccccc1C1SCc2cc(C)c(C)cc2CS1 across the screens: -2%	?	5	-5%
# CCCc1nn(C)c(C(=O)Nc2ccccc2)c1Cl across the screens: 14%	37	·	·
# Cc1cc(O)c2c(c1O)C(=O)c1c(O)cc(C)c(O)c1C2=O across the screens: -9%	·	·	15%

# Remaining list, next part:
# Values run as follows: ALOX12 inhib | PNC inhibitor | IMPase inh | 15-hLO-2 inh
> S=C(Nc1ccc(Br)cc1)NC1CCCC1
 : -4% | -23 | · | ·
> COc1ccccc1NC(=O)c1nn(-c2cccc(C(F)(F)F)c2)ccc1=O
 : 2% | 4 | -24 | 5%
> N#CC1=C(N)Oc2ccccc2C12C(=O)Nc1n[nH]c(-c3ccccc3)c12 (stereo not drawn)
 : 0% | 35 | -2 | -5%
> CC(O)CN(Cc1cccc(Cl)c1)CC(C)O (stereo not drawn)
 : -3% | 24 | 6 | -4%
> COc1ccc(C2C(C(=O)N3CCCC3)c3cc(OC)c(OC)cc3C(=O)N2C)cc1OC (stereo not drawn)
 : 13% | -26 | 10 | 4%
> Cc1ccc(C2(O)CN(c3ccccc3)C3=[N+]2CCS3)cc1 (stereo not drawn)
 : -2% | 12 | -4 | ·
> Cc1c(CNC(=O)c2cnn3c2NC(c2ccc(Br)cc2)CC3C(F)(F)F)cnn1C (stereo not drawn)
 : -17% | -123* | -1 | -11%
> O=c1[nH]n(-c2cccc(Cl)c2)c2ncccc12
 : 5% | 96 | 11 | ·
> COc1ccc(/C=N/NC(=O)c2cc(C34CC5CC(CC(C5)C3)C4)[nH]n2)cc1OC
 : 5% | 26 | · | ·
> CCn1c(=O)[nH]c2cc(C(=O)N3CCN(c4ccccc4)CC3)ccc2c1=O
 : -3% | ? | 5 | -3%
> CCCCCn1cnc2sc(CC)cc2c1=O
 : -10% | 12 | · | ·
> CC(C)(C)NC(=O)c1cccc(NC(=O)CSc2ccccc2)c1
 : 1% | -2 | 5 | -5%
> CN(C)c1ccc(S(=O)(=O)c2ccc(Cl)cc2)cc1
 : -5% | -6 | 10 | 0%
> COc1ccccc1NC(=S)N1CCN(Cc2ccc3c(c2)OCO3)CC1
 : -1% | 30 | · | ·
> COc1ccc(-c2nnc(NC(=O)c3ccc(F)cc3)o2)cc1
 : -23% | -10 | 0 | 2%
> OCCNCc1cc(Br)ccc1OCc1ccc(Cl)cc1
 : 6% | ? | 2 | 47%[activator]
> COc1ccc(C(=O)Nc2oc(-c3ccccc3)c(-c3ccccc3)c2C#N)cc1OC
 : -1% | 12 | 5[1.84 µM] | 6%[11.4 µM]
> CCCOc1ccc(-c2nc(C#N)c(N3CCN(CC)CC3)o2)cc1
 : -1% | 27 | 0 | 22%
> CCN(CC)c1ccc(/C=C(\C#N)c2nc(-c3cccs3)c(NC(C)=O)s2)cc1
 : -7% | -30 | 5 | ·
> Cc1ccc(S(=O)(=O)N2CCOCC2)cc1C(=O)OCC(=O)N1CCc2ccccc2C1
 : 0% | -2 | 22 | -10%
> CCCOc1cccc(C2/C(=C(/O)c3ccncc3)C(=O)C(=O)N2CCCN(C)C)c1 (stereo not drawn)
 : 5% | -9 | 0 | -1%
> O=[N+]([O-])c1ccc(/C=N/Nc2ccc3ccccc3c2)o1
 : -24% | ? | · | ·
> CC(=O)N/C(=C\c1ccccc1)C(=O)OCC(=O)NC(C)C12CC3CC(CC(C3)C1)C2 (stereo not drawn)
 : 3% | -27 | 5 | ·
> Cc1ccc(S(=O)(=O)N2CC3(C)CN(S(=O)(=O)c4ccc(C)cc4)CC(C)(C2)C3)cc1
 : -1% | -21 | 4 | 7%
> CCN=C1Cn2c(nc3scc(-c4ccccc4)c3c2=O)CN1CC
 : 0% | 6 | -10 | -3%
> CCCCCCCCCCCCC/C=C\[C@@H](O)[C@@H](N)CO
 : 2% | · | 2 | 39%[activator]
> O=C(N/N=C/C(Cl)=C\c1ccccc1)c1cnccn1
 : 2% | 1 | -8 | 3%
> CC(C)=CCC/C(C)=C/CO
 : -6%[11.4 µM] | · | · | -2%[11.4 µM]
> Cc1cc(C)nc(N(C#N)S(=O)(=O)c2ccccc2Cl)n1
 : -2% | 327 | -9 | ·
> CC(=O)Nc1ccccc1C(=O)N1CC(C)OC(C)C1 (stereo not drawn)
 : 6% | 42 | -2 | -5%

# Values run as follows: ALOX12 inhib | PNC inhibitor | IMPase inh | 15-hLO-2 inh
> CC(C)Oc1ccc(/C(O)=C2/C(=O)C(=O)N(Cc3cccnc3)C2c2ccco2)cc1 (stereo not drawn)
 : -1% | 80 | ? | -8%
> Nc1ccc(S(=O)(=O)NCc2nccs2)cc1
 : 7%[11.4 µM] | · | · | -4%[11.4 µM]
> CC(=N)C1=C(O)CC(C)(C)CC1=O
 : -5% | 39 | 4 | 1%
> O=C(OCC(=O)c1ccc(Cl)cc1Cl)c1ccc2c(c1)C(=O)N(c1cccc3ncccc13)C2=O
 : -7% | 34 | 3 | 25%
> Cc1cccc(COCC(Cc2ccccc2)N2CCN(C(=O)c3ccc(Cl)c(Cl)c3)CCC2=O)c1 (stereo not drawn)
 : -5% | 34 | · | ·
> C/C=C/Cn1c(N2CCCCCC2)nc2c1c(=O)[nH]c(=O)n2C
 : -1% | ? | 7 | 0%
> O=C1CC(N2CCN(S(=O)(=O)c3ccc(Cl)cc3)CC2)C(=O)N1CCc1ccccc1 (stereo not drawn)
 : -8% | -8 | 8 | ·
> CC(=O)NC(Cc1c[nH]c2ccccc12)C(=O)Nc1ccc2c(c1)OCO2 (stereo not drawn)
 : -7% | 25 | 4 | -1%
